ROCK2 blocker: inhibitors of human ROCK2 kinase, primary screen, biochemical, high-throughput, luminescence; Rho-associated protein kinase 2 (Homo sapiens), O75116; purified ROCK2, Kinase-Glo ATP depletion luminescence; inhibition, % at 6 µM; 60,000 tested, 0.35% active;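 active = inhibition above the screen-wide mean inhibition plus 3 SD, cut at about 18% in these data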;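 note: plate controls were DMSO wells for no effect and Y-27632 control wells after no-enzyme background subtraction for full effect; many of its hits are not listed in these tables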
RORa activator: activators of orphan receptor RORA, primary screen, cell-based, luminescence | activation, % at 10 µM | 65,000 tested, 1.5% active | Nuclear receptor ROR-alpha (Homo sapiens), P35398 | CHO-K1 Gal4-RORA LBD luciferase reporter; percent increase over mock-subtracted basal signal | AID 560, 2006;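 active = activation above the mean of all tested compounds plus 3 SD, cut at about 49% in these data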;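 note: 0% = DMSO-treated RORA cells and 100% = added signal equal to DMSO minus mock-transfected cells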
Target sequence (P35398 whole entry, looked up, the tested form may be a part): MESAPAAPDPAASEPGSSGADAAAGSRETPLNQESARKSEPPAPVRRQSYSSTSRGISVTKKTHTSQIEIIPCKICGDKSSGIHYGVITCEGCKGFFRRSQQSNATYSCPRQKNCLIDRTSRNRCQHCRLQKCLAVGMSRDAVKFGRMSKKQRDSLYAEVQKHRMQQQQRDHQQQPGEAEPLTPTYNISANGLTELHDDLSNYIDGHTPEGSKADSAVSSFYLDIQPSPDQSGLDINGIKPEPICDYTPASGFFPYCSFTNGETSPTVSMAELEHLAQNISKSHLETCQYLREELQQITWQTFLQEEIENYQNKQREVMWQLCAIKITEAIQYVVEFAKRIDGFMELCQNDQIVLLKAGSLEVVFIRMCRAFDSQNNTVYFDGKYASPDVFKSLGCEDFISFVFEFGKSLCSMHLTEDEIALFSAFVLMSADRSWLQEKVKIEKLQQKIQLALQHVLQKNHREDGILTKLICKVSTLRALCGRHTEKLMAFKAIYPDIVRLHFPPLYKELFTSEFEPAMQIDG
CatS block: inhibitors of human cathepsin S, biochemical, compound mixtures; recombinant cathepsin S, AMC dipeptide fluorescence, pooled mixtures; 62,000 tested, 0.06% active; P25774; inhibition, %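 (tested at 5 µM per compound within 10-compound mixtures)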; in the data active = inhibition above about 32%, passing the limit was not always enough;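 note: 0% = enzyme without compound and 100% = blank without enzyme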
Target sequence (P25774 115-331 limits assumed): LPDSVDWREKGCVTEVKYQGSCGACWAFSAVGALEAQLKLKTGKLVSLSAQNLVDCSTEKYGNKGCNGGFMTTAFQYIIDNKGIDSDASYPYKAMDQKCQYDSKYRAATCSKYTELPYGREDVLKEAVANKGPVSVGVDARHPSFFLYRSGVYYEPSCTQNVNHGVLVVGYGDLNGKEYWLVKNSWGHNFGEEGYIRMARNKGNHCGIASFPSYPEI
CatB mix inh: cathepsin B inhibitors from pooled compounds, primary screen, biochemical, compound mixtures, AMC fluorescence; AID 488, 2006; P07858; Purified cathepsin B, AMC dipeptide fluorescence; 62,000 tested, 0.06% active; inhibition, %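 (ten-compound pools at 5 µM per compound and 50 µM total)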; in the data active = inhibition above about 22%, passing the limit was not always enough;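 note: 0% = enzyme without compound and 100% = no enzyme blank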
JNK3 inh: JNK3 kinase activity inhibitors, primary screen, biochemical, human, purified enzyme; Mitogen-activated protein kinase 10 (Homo sapiens), P53779; HTS; inhibition, % at 8 µM; 60,000 tested, 0.61% active; AID 746, 2007; in the data active = inhibition above about 17%;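 note: 0% = DMSO and 100% = reference inhibitor; many of its hits are not listed in these tables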
CatB inh: human cathepsin B inhibitors, primary screen, biochemical, fluorogenic substrate. P07858. purified cathepsin B, fluorescence. inhibition, %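 (tested at 10 µM)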. 63,000 tested, 0.1% active; in the data active = inhibition above about 21%;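 note: 0% = enzyme with no compound and 100% = no enzyme blank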
Ec RNAP inh: E. coli RNAP inhibitors, biochemical | DNA-directed RNA polymerase subunit beta (Escherichia coli (strain K12)), P0A8V2 | E. coli RNA polymerase, fluorescence transcription assay | inhibition, %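 (tested at 10 µM)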 | 62,000 tested, 0.2% active; in the data active = inhibition above about 20%;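 note: 0% = enzyme without compound and 100% = no enzyme blank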
AP ELISA ortho: alternative complement pathway inhibitors, primary screen, biochemical, ELISA, human serum, orthogonally pooled compounds. LPS-coated ELISA, C3 deposition; tested in compound mixtures. inhibition, % at 5 µM. 62,000 tested, 0.08% active. AID 1235, 2008;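 active = inhibition above 30% in each of the two pooled mixtures holding the compound, so the lower value exceeds 30%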;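 note: 0% = serum in Mg-EGTA without compound and 100% = EDTA serum blank; some compounds past the cut are filed as inactive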
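Test system: human serum complement alternative pathway, C3 deposition onto LPS / Medium: Mg2+-EGTA GVB++ buffer containing human serum at 1:15 dilution / Probe or stimulus: Plate-bound LPS / Times: 1 h at 37 °C / Signal: ELISA with HRP anti-human C3 antibody, TMB substrate, absorbance 450 nm / Measure: percent inhibition / Repeats: two pool placements per compound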
PKA inh: inhibitors of human PKA kinase activity, primary screen, biochemical, ATP-depletion luminescence, Kemptide substrate | cAMP-dependent protein kinase catalytic subunit alpha (Homo sapiens), P17612 | PKA Kemptide phosphorylation, Kinase-Glo ATP luminescence | inhibition, % at 6 µM | 65,000 tested, 0.1% active;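 active = inhibition above the screen-wide mean inhibition plus 3 SD, cut at about 21% in these data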; note: many of its hits are not listed in these tables
An asterisk follows results filed as active; x = not tested or not shown. This is a subset (hit frequency here may not be typical).

nr | SMILES | ROCK2 blocker | RORa activator | CatS block | CatB mix inh | JNK3 inh | CatB inh | Ec RNAP inh | AP ELISA ortho | PKA inh
1 | CCC(C)(C(=O)NC1CCCC1)N(CC1CCCO1)C(=O)CNC(=O)c1ccccc1 (stereo not given) | x | 4 | -4 | 0 | x | 1 | 3 | 1 | 8
2 | Cc1ccc2[nH]c(-c3ccccc3)cc(=O)c2c1 | 3 | -15 | -10 | 1 | -3 | 0 | 1 | 6 | 5
3 | CCCc1c(C)c2ccccc2[nH]c1=O | -8 | -31 | 15 | 4 | 1 | 8 | 9 | -6 | -8
4 | Cc1cc(C)n(-c2nc(Nc3ccccc3)nc(-n3nc(C)cc3C)n2)n1 | 9 | -6 | -4 | 2 | -3 | 3 | 5 | 34 | 8
5 | O=C(CN1CCN(S(=O)(=O)c2ccc(F)cc2)CC1)Nc1ccc(Cl)c(C(F)(F)F)c1 | 6 | -13 | 5 | 0 | -5 | -2 | 10 | 3 | 5
6 | CC(=O)Nc1ccc(S(=O)(=O)Nc2nc(C)cc(-n3nc(C)cc3C)n2)cc1 | 0 | -5 | -5 | 0 | 5 | 4 | 6 | -1 | -2
7 | CCc1nnc(NC(=O)c2ccc(S(=O)(=O)N(CC(C)C)CC(C)C)cc2)o1 | 4 | -4 | 8 | 6 | 3 | 2 | 9 | -4 | 11
8 | N#Cc1nc(-c2cccs2)oc1N1CCOCC1 | 4 | -8 | 5 | -1 | -2 | -5 | -19 | 16 | 5
9 | COc1cc(NS(C)(=O)=O)c(OC)cc1NC(=O)c1cccc(F)c1 | 6 | 0 | 3 | 3 | -1 | 3 | 7 | 13 | 12
10 | COC(=O)c1c(-c2ccncc2)csc1NC(=O)c1ccoc1C | 16 | 48 | 22 | 6 | -2 | 1 | 13 | 6 | 0
11 | CCOC(=O)N1CCN(C(=O)Cc2cccs2)CC1 | 1 | 7 | -11 | 3 | 1 | 2 | 4 | 20 | -4
12 | CC(C)Sc1nnc(-c2c[nH]c3ccccc23)n1C | 4 | 34 | -1 | 1 | -1 | -1 | 6 | 10 | 5
13 | Cc1csc2ncc(C(=O)Nc3ccon3)c(=O)n12 | -8 | 15 | -8 | 0 | 0 | -2 | 24* | 15 | -5
14 | Cn1c(=O)c2c(ncn2CC(=O)N2CCN(c3ccc(F)cc3)CC2)n(C)c1=O | 6 | -4 | -1 | 1 | -2 | 5 | 1 | 5 | 8
15 | Cc1nnc2sc(-c3cccc4ccccc34)nn12 | -3 | 4 | -17 | 2 | -6 | 1 | 8 | 22 | 4
16 | COc1cc(C2C3=C(Nc4ncnn42)c2ccccc2CC3)cc(OC)c1OC (stereo not given) | -1 | -4 | 8 | 5 | -4 | 2 | 5 | 7 | 1
17 | O=S(=O)(c1cccc(-c2nc3n(n2)Cc2ccccc2-3)c1)N1CCCC1 | 1 | -6 | -6 | 2 | 1 | 0 | 3 | 7 | -1
18 | COc1cc2c(=O)n(CC3CCCO3)c(=O)n(CC(=O)Nc3ccc(F)cc3F)c2cc1OC (stereo not given) | -1 | -15 | 15 | 1 | -4 | 1 | 2 | 16 | -8
19 | CCC1Oc2ccc(C)cc2N(CC(=O)NCCCN2CCN(Cc3ccccc3)CC2)C1=O (stereo not given) | -1 | 7 | -5 | 3 | -1 | -4 | 4 | 9 | -5
20 | COc1cc(NC(=O)c2cccs2)c(OC)cc1NC(=O)CCn1nnc2ccccc21 | -5 | -16 | -2 | 4 | -2 | 6 | x | 13 | -5
21 | Cn1nnnc1SCC(=O)Nc1ccc(Cl)cc1Cl | x | -6 | 6 | -2 | x | 5 | 7 | -5 | 6
22 | Cc1ccc(C)c(C(=O)CCC(=O)Nc2cccnc2)c1 | 6 | 3 | 3 | 4 | 2 | 0 | 10 | 8 | 4
23 | O=S(=O)(c1ccc(S(=O)(=O)N2CCN3CCCC3C2)cc1)N1CCCC1 (stereo not given) | 4 | 8 | -13 | -11 | 5 | 1 | 5 | 13 | 6
24 | C=CCNS(=O)(=O)c1ccc2nsnc2c1 | 3 | -4 | 11 | 9 | 1 | 11 | 6 | -1 | 0
25 | O=C(NCCc1ccc(Cl)cc1)C1CCN(S(=O)(=O)c2ccc(-n3cnnn3)cc2)CC1 | -2 | 0 | 19 | -2 | 0 | 2 | 2 | -10 | -2
26 | CN(C)CCOC(=O)CCc1ccccc1 | 0 | -12 | -9 | 3 | 0 | 3 | 9 | 23 | -1
27 | CC1=C(C#N)C2C(/C1=N/O)C2(C)C (stereo not given) | -4 | -8 | 8 | -1 | -1 | 3 | -2 | 12 | -10
28 | COc1ccc(N2C(=O)C3CCCN3C2c2cccc(Br)c2)cc1 (stereo not given) | 0 | 6 | 1 | -4 | -2 | -3 | 7 | 0 | 2
29 | COc1ccc(-c2cc3nc4n(c(=O)c3s2)CCC4)cc1 | -13 | -71 | -1 | -3 | 0 | -4 | -10 | 5 | -2
30 | Cc1cccc(CCNC(=O)CN(C)S(=O)(=O)c2ccc3c(c2)c(=O)n(C)c(=O)n3C)c1 | 5 | -4 | -14 | 5 | 4 | 3 | 8 | 12 | 7
31 | Cc1ccc(-c2nc(C3CCN(S(=O)(=O)c4ccc(C(F)(F)F)cc4)CC3)no2)cc1 | 2 | 1 | 11 | 1 | 0 | 13 | 5 | -3 | 5
32 | CCOc1ccc(N(CC(=O)NCc2ccccc2)S(=O)(=O)c2c(C)noc2C)cc1 | 6 | 27 | 13 | 5 | 0 | 2 | 7 | 11 | 7
33 | C[C@H](NC(=O)Nc1cccc(C(F)(F)F)c1)C(=O)O | -2 | 14 | 5 | -4 | -3 | -2 | -2 | 14 | -8
34 | CN(C(=O)c1cccc(N2C(=O)C3CC=CCC3C2=O)c1)C1CCCCC1 (stereo not given) | 21* | -30 | 2 | 3 | -6 | 4 | 7 | 28 | 9
35 | C=CCn1c(N)cc(=O)nc1SCC(=O)N1CCN(c2ccc(F)cc2)CC1 | 9 | 10 | 0 | 6 | 7 | 2 | 7 | 16 | 2
36 | NC(=O)CSCc1ccc(Br)cc1 | 9 | -25 | -4 | 3 | 0 | 2 | 8 | 17 | 12
37 | CCCCCCOC(=O)C(C#N)c1nc2ccccc2nc1N1CCCCC1 (stereo not given) | -1 | -9 | -7 | 4 | 7 | 6 | 5 | 13 | -3
38 | COC(=O)c1cc2ccccc2c(=O)s1 | -2 | -22 | 7 | -1 | -8 | 4 | -2 | 14 | -3
39 | COc1ccc(-c2nnnn2CCc2ccccc2)cc1 | 1 | 21 | -1 | 3 | 0 | 2 | 4 | 20 | -2
40 | CCOC(=O)c1sc(C(=O)OCC)c(OCCO)c1OCCO | -4 | 10 | -7 | -2 | 1 | 4 | -6 | -8 | 7
41 | CCOc1nc(S(=O)(=O)c2ccc(C)cc2)c(Cl)s1 | 4 | -20 | -10 | 0 | 0 | 5 | 3 | 3 | 8
42 | Cc1nnc(SCC(=O)Nc2nc3c(s2)CC(C)CC3)s1 (stereo not given) | 0 | 23 | 7 | 2 | 6 | 2 | 10 | 5 | 7
43 | O=C1CCCc2nn(-c3ccccc3)c(-c3ccncc3)c21 | 2 | -12 | -11 | 2 | 30* | -8 | -2 | 9 | 6
44 | C=CCn1c(-c2ccc(Cl)cc2)c[nH]c1=S | 6 | 2 | -3 | 0 | -5 | -1 | 9 | -9 | 7
45 | Cc1ccsc1C1C2=C(CCCC2=O)Nc2ncnn21 (stereo not given) | x | -6 | -8 | -12 | x | 0 | 6 | 10 | 6
46 | O=c1cc(C(F)(F)F)c2sc(N3CCCCC3)nc2[nH]1 | 6 | -4 | -9 | -3 | 3 | -18 | -4 | 6 | 7
47 | C=CCSc1nc2ccccc2n1Cc1nnc(-c2cccs2)o1 | -2 | -18 | 8 | 4 | 2 | 0 | 5 | -11 | -2
48 | O=C(NC1CCCC1)C(c1ccco1)N(Cc1ccccc1)C(=O)c1csnn1 (stereo not given) | 17 | -25 | 8 | 6 | 3 | -1 | 9 | -1 | 7
49 | COc1ccc(S(=O)(=O)N[C@H](C(=O)N2CC[C@@]3(O)CCCC[C@H]3C2)c2ccccc2)cc1 | -2 | 3 | -3 | 2 | 0 | 1 | 4 | 12 | 4
50 | CCn1c(Cc2c(C)[nH]c3ccccc23)nnc1SCC(N)=O | 5 | 12 | 10 | -1 | 1 | 1 | 4 | -1 | 3

More structures:
nr | SMILES | ROCK2 blocker | RORa activator | CatS block | CatB mix inh | JNK3 inh | CatB inh | Ec RNAP inh | AP ELISA ortho | PKA inh
51 | CCOc1ccccc1NC(=O)C1C2C=CC(O2)C1C(=O)O (stereo not given) | 4 | -23 | -2 | 0 | 0 | -1 | 4 | -15 | 13
52 | COC(=O)CC1NCCNC1=O (stereo not given) | 6 | -3 | -14 | -11 | 6 | 2 | -2 | 10 | 6
53 | Cc1ccc(Nc2nc(N)nc(CN3CCCCCC3)n2)cc1 | -3 | 11 | 7 | -6 | 1 | 2 | 6 | 2 | 0
54 | FC(F)Oc1cccc2cccnc12 | 2 | 2 | 2 | 7 | 4 | -2 | 8 | 12 | 5
55 | C=CCOC(=O)CCC(=O)Nc1cccc2ccccc12 | -3 | -24 | 2 | -2 | -3 | x | x | -6 | -6
56 | C=CCn1c(SCC(=O)Nc2ccc(C)cc2C)nnc1-c1cccnc1 | x | 2 | -4 | 2 | x | 0 | 2 | 5 | 9
57 | COCCCn1c(SCC(N)=O)nnc1-c1ccccc1 | 8 | -6 | -5 | -3 | 0 | -4 | -11 | 21 | 6
58 | COc1ccccc1OCc1ccc(C(=O)n2nc(C)c(Cl)c2C)o1 | -1 | -12 | 7 | 6 | -1 | 3 | 2 | 11 | -2
59 | CCN1CCN(CCNC(=O)CS(=O)(=O)Cc2nc(-c3ccc(C)cc3)oc2C)CC1 | 8 | -13 | -25 | -9 | 3 | 0 | 0 | 24 | 2
60 | O=C(NCc1cccs1)c1nn2cccnc2c1Cl | 0 | 36 | 13 | 5 | -4 | 2 | 8 | 2 | -1

Single records (already shown). Order of screens: ROCK2 blocker	RORa activator	CatS block	CatB mix inh	JNK3 inh	CatB inh	Ec RNAP inh	AP ELISA ortho	PKA inh
`FC(F)Oc1cccc2cccnc12` is entered as 2	2	2	7	4	-2	8	12	5
`CCOc1ccccc1NC(=O)C1C2C=CC(O2)C1C(=O)O` (stereo not given) is entered as 4	-23	-2	0	0	-1	4	-15	13

Next compounds follow.
nr | SMILES | ROCK2 blocker | RORa activator | CatS block | CatB mix inh | JNK3 inh | CatB inh | Ec RNAP inh | AP ELISA ortho | PKA inh
61 | CCc1ccc2[nH]c(=O)c(CN(Cc3ccc4c(c3)OCO4)C(=O)c3ccco3)cc2c1 | -8 | -5 | -19 | -11 | -7 | 0 | -4 | 10 | -5
62 | CC1CCCC(C)N1C(=O)COC(=O)c1ccc[nH]c1=O (stereo not given) | 3 | 5 | -8 | 6 | -2 | 1 | 4 | 20 | 4
63 | COCCNC(=O)Cc1ccc(Br)cc1 | 4 | -17 | 14 | 2 | -7 | 6 | 7 | 0 | 11
64 | CC(C)NC(=O)CSc1nncn1-c1ccccc1 | 7 | 3 | -1 | -3 | 3 | 1 | 0 | -4 | 8
65 | Cc1nn(-c2ccccc2)c(C)c1NC(=O)c1ccc(S(=O)(=O)N2CCCC2)cc1 | 5 | -8 | -6 | 4 | 1 | -5 | 2 | 14 | 6
66 | COc1cc(OC)cc(-c2nnc(SCC(=O)N3CCCC3)o2)c1 | 5 | -20 | 7 | 7 | 5 | -2 | 8 | 8 | -7
